PGC1a acetyl inh: PGC1a acetylation modulation, inhibitor mode; U2OS PGC1a acetylation, AlphaScreen anti-acetyl-lysine; with virally co-expressed GCN5 acetyltransferase; 350,000 tested, 0.17% active; inhibition, % at 15.6 µM; AID 651687;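 active means every replicate shows inhibition of at least 40%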;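 further: 0% = neutral control wells and 100% = positive control wells; some results beyond the cut were filed as inactive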
PAX8 reporter: PAX8 transcriptional activity inhibition. RMG-I TPO-luciferase reporter, SteadyGlo, 24 h. 360,000 tested, 1.2% active. inhibition, % at 12.6 µM;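 active means mean replicate inhibition at least 60% with every replicate also reaching 60%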;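 further: luciferase light reporting Pax8 driven TPO promoter activity; plate controls were median of neutral control wells for no effect and mitoxantrone controls for full effect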
miR-122 sensor: blocks miR-122 activity in Huh7 sensor cells; activation (reporter increase), % at 12.5 µM; 340,000 tested, 0.3% active; Huh7 miR-122 Renilla luciferase sensor, 48 h; neutral wells = 0, positive control = 100;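 active means mean replicate activation score at least 90 and every replicate individually at or above 90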;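 further: higher luciferase means less miR-122 activity so hits act as miR-122 inhibitors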
LGR2 inh: blocks bursicon-induced cAMP signaling via Drosophila LGR2; HEK293 LGR2, CRE-luciferase, bursicon-stimulated, 4 h; inhibition, % at 9.99 µM; 380,000 tested, 0.35% active; AID 720647;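 active means drop in luminescence signal, shown as inhibition above about 50% in the replicate tests, limit read from the data, passing the limit was not always enough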;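 further: agonist challenge used bursicon conditioned medium at about half maximal strength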
Cneo AK release: causes C. neoformans cell lysis | adenylate kinase release luminescence, 4 h; normalised: neutral wells 0, clomiphene wells 100 | lysis activity, % at 15 µM | 360,000 tested, 0.2% active | AID 651654;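 active means mean lysis activity across replicates of at least 80%, whatever share of replicates individually reach that level; inactive means mean lysis activity below 80%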
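Assay system: log-phase C. neoformans yeast / Quantity: yeast cell density of 5 × 10^6 cells/mL / Medium: fresh YPD growth medium / Compound: single dose / Timing: static 4 h at 37 °C with compound, 1 h detection / Measured by: adenylate kinase release luminescence / Read-out: lysis from increased AK signal / Benchmarks: Clomiphene as positive lysis control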
EWS-Fli block: inhibitors of EWS/Fli oncoprotein transcriptional activity; A673 NR0B1-luciferase reporter, viability-normalised; inhibition, % at 12.6 µM; 350,000 tested, 0.67% active;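 active means mean inhibition of at least 50% after viability correction, with every replicate also passing that limit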;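 further: firefly luciferase signal divided by Alamar Blue viability fluorescence both relative to DMSO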
CASP6 VEID inh: blocks human caspase-6 cleavage activity. 350,000 tested, 0.53% active. P55212. inhibition, % at 12.5 µM. purified caspase-6, Z-VEID-R110 cleavage fluorescence;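 active means mean inhibition across replicates at least about 35%, with every replicate also reaching that limit, limit read from the data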;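 further: 0% = median of neutral control wells and 100% = no fluorescence left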
Target sequence (P55212 24-179 limits assumed): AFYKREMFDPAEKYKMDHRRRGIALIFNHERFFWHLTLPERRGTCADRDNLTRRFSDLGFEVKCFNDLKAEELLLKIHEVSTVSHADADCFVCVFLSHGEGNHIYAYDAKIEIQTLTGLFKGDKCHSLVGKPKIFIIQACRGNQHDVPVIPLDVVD
Target sequence (P55212 194-293 limits assumed): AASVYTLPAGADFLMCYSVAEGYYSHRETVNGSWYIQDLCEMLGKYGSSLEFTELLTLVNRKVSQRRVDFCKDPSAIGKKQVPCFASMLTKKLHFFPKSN
FN deposit inh: fibronectin deposition inhibition | AH1F fibroblasts, Alexa488-fibronectin deposition fluorescence, overnight | inhibition, % at 12.6 µM | 350,000 tested, 0.086% active | AID 743247;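 active means mean inhibition across replicates of 30% or more, regardless of how many single replicates reach that level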;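 further: positive control wells lacked labelled fibronectin entirely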
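Assay system: AH1F fibroblasts assembling fluorescent fibronectin matrix; Amount: 10000 AH1F cells per well; Buffer or medium: DMEM, 2% serum; Probe or stimulus: Alexa488-fibronectin, 24 nM final in well; Doses: single compound dose, delivered by pin transfer; Incubation: 1 h adhesion, overnight exposure; Measured by: fluorescence 485/525 nm; Read-out: fibronectin deposition inhibition.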
An asterisk follows results filed as active; . = not tested or not shown; [ ] = another dose, or the depositor's remark.

No.	SMILES	PGC1a acetyl inh	PAX8 reporter	miR-122 sensor	LGR2 inh
1	COCCNC(=S)Nc1ccc2nsnc2c1	.	-5	16	-11
2	Cc1cc(C)cc(NC(=O)NN2C(C)CCCC2C)c1 (centres undefined)	1	4	.	-10
3	C[C@@H]1CN([C@H](C)CO)C(=O)Cc2cc(NS(=O)(=O)c3cn(C)cn3)ccc2O[C@H]1CN(C)Cc1ccc(C(F)(F)F)cc1	-6	8	-5[16.7 µM]	-12
4	O=C(CSc1ccc(-c2ccc(Cl)cc2)nn1)N1CCCc2ccccc21	9	-5	-7	-7
5	CSc1nc(C(C)C)ccc1CNC(=O)CC(C)c1ccccc1 (centres undefined)	-31	-9	10	13
6	COc1ccc(NC(=O)N(C)C[C@H]2OCCCC[C@@H](C)Oc3ccc(NS(=O)(=O)c4ccccc4)cc3C(=O)N([C@@H](C)CO)C[C@H]2C)cc1	2	-14	4[16.7 µM]	2
7	O=C(O)CCC(=O)Nc1sc2c(c1C(=O)Nc1ccccc1)CCCCC2	.	4	.	-27
8	C=C[C@@]1(C)CCC(/C(C)=C/C=C/C(C)(C)O)C[C@@H]1C(=C)C (some centres undefined)	.	5	.	.
9	Cc1ccc(OCCNC(=O)C2CC(=O)N(Cc3ccccc3)C2)cc1 (centres undefined)	9	-4	-6	1
10	O=C1OC(CO)CN1Cc1ccccc1 (centres undefined)	1	-1	-11	3
11	CC(C)NC(=O)N1[C@H](C#N)[C@H](c2ccc(C#CC3CCCCC3)cc2)[C@@H]1CO	-18	17	.	0
12	O=C(CSc1ncccn1)N/N=C/c1ccc2c(c1)OCO2	.	-88	.	-53
13	CO[C@@H]1CN(C)C(=O)c2ccc(NS(=O)(=O)c3cccc(Cl)c3)cc2OC[C@@H](C)NC[C@@H]1C	-5	-2	.	11
14	CC(NC(=O)CCNC(=O)c1ccco1)c1ccc(F)cc1 (centres undefined)	.	-11	-1	-4
15	CC(C)(C)C(=O)NC(=S)Nc1ccc(C(F)(F)F)cc1	.	-40	4	-30

No.	Cneo AK release	EWS-Fli block	CASP6 VEID inh	FN deposit inh
1	7	.	.	-2
2	.	1	-3	5
3	15	-3	1	.
4	-1	-7	2	-8
5	2	2	-1	12
6	2	0	-1	-2
7	.	-16	47*	-10
8	2	10	1	2
9	0	-2	-62	8
10	-1	4	-1	-2
11	-6	-22	0	-4
12	-1	.	0	2
13	3	9	0	-8
14	0	2	-2	.
15	-1	-38	-7	-13

Later entries.
No.	SMILES	PGC1a acetyl inh	PAX8 reporter	miR-122 sensor	LGR2 inh
16	CC12C(=O)N(c3nccs3)C(=O)C1C1C=CC2C1 (centres undefined)	-21	.	-2	6
17	Cc1[nH][nH]c(=O)c1N=Nc1ccc(Cl)cc1	.	7	.	-15
18	Cc1onc(-c2ccccc2)c1C(=O)N/N=C/c1ccccc1OC(C)C	.	-9	-4	8
19	CN(Cc1ccon1)C(=O)c1ccc2nc(Cc3cccc(Cl)c3)oc2c1	4	-8	4	-17
20	CC(C)NC(=O)N(C)C[C@H]1Oc2ccc(NS(=O)(=O)c3ccc(F)cc3)cc2CC(=O)N([C@H](C)CO)C[C@@H]1C	-5	-14	1[16.7 µM]	3
21	CCOc1ccc(-c2cc(C(=O)Nc3cccc(C(F)(F)F)c3)[nH]n2)c(C)c1	-12	-43	0	-6
22	c1ccc(COc2ccc(-c3cc4nc(NCc5ccc6c(c5)OCO6)ccn4n3)cc2)cc1	.	-23	.	-51
23	CCCCN(Cc1ccccc1)S(=O)(=O)c1c(N)n(C)c(=O)n(C)c1=O	.	.	-1	-3
24	O=C(O)Cn1cnc2sc3c(c2c1=O)CCCC3	15	12	2	15
25	CCC(=O)N1CCc2cc(S(=O)(=O)NCCCN3CCN(Cc4ccccc4)CC3)ccc21	-2	17	-1	.
26	CN(C)CC(O)CN1C(=O)N(CN2C(=O)N(CC(O)CN(C)C)C(=O)C2(C)C)C(C)(C)C1=O (centres undefined)	-2	1	-10	-1
27	Cc1c(C(=O)NNC(=O)c2csc(N3CCOCC3)n2)oc2ccccc12	7	5	-6	-5
28	O=C(Cc1ccccc1)N1C[C@H]2[C@@H](c3ccccc31)[C@H](CO)N2C(=O)C1CCCCC1	-9	17	30[16.7 µM]	4
29	CC(C)(C)c1nnc2sc(SCC(O)=C(C#N)c3nc4ccccc4[nH]3)nn2c1=O	4	13	-5	0
30	COc1cc(-c2nc(S(=O)(=O)c3ccccc3)c(N3CCOCC3)o2)cc(OC)c1OC	18	18	-15	.

No.	Cneo AK release	EWS-Fli block	CASP6 VEID inh	FN deposit inh
16	.	.	.	1
17	.	-19	1	-1
18	2	10	-1	4
19	3	.	6	-3
20	2	6	6	0
21	0	-27	-5	-7
22	2	-29	-1	1
23	1	-1	1	-7
24	.	7	1	-5
25	2	.	.	-8
26	.	8	.	-2
27	0	1	4	-2
28	-3	-1	1	.
29	-1	-2	16	-6
30	0	.	.	-3

(list continues)
No.	SMILES	PGC1a acetyl inh	PAX8 reporter	miR-122 sensor	LGR2 inh
31	CNC(=O)C[C@H]1CC[C@@H]2[C@H](COc3ccc(NC(=O)c4cccs4)cc3C(=O)N2C)O1	11	-9	-21[16.7 µM]	-8
32	O=C(Cn1cnc2ccccc21)c1ccc(Cl)cc1	2	-54	-2	5
33	O=C(NCC[C@@H]1CC[C@@H](NC(=O)C2CC2)[C@H](CO)O1)c1cc(Cl)cc(Cl)c1	-20	.	.	10
34	Cc1cc(C)cc(NC(=S)Nc2cccc3ccccc23)c1	.	12	2	14
35	CC(NS(C)(=O)=O)C(c1cccs1)N1CCN(c2ccccc2F)CC1 (centres undefined)	-4	.	-1	-4
36	CCOC(=O)CC(=O)CSc1nc2ccc(OC)cc2cc1C	0	-37	4	-5
37	CCC(=O)N(C)C[C@@H]1Oc2cc(C3=CCCCC3)ccc2S(=O)(=O)N([C@@H](C)CO)C[C@@H]1C	-17	.	3[16.7 µM]	16
38	COc1ccc(CN2CCNC(=O)C2CC(=O)NCCN2CCCCC2=O)c(F)c1 (centres undefined)	-3	10	-6	-3
39	COc1ccc(NC(=O)Nc2nnc(-c3ccccc3F)s2)cc1	.	4	.	-62
40	O=S(=O)(c1ccccc1F)N1CCCCN2[C@H](CO)[C@H](c3ccc(-c4cncnc4)cc3)[C@H]2C1	1	-24	-11[16.7 µM]	-2
41	CC(C)(CC(=O)c1ccccc1)CC(=O)c1ccccc1	.	0	.	12
42	CC(=O)Nc1cc(-c2ccccc2CN(C)C)cn2c(-c3ccc(F)c(Cl)c3)cnc12	-6	.	4	20
43	C/C=C/c1cnc2c(c1)C(=O)N([C@H](C)CO)C[C@H](C)[C@@H](CN(C)C(=O)Cc1ccccn1)O2	4	-11	.	-10
44	O=C(CCNC(=O)c1ccco1)Nc1nc2ccccc2s1	.	-82	-3	1
45	Cc1ccc(C(C)C)c(OCCN2CCc3ccccc3C2)c1	-7	-1	20	-2

No.	Cneo AK release	EWS-Fli block	CASP6 VEID inh	FN deposit inh
31	3	0	.	-11
32	3	-16	2	3
33	-4	0	-1	.
34	12	17	0	-1
35	-1	.	.	.
36	.	-78	-3	14
37	.	-22	.	.
38	3	-4	-1	5
39	.	-56	-2	-2
40	-2	-6	.	.
41	.	7	1	-6
42	-18	10	2	2
43	0	-7	.	.
44	1	-37	-3	5
45	-1	19	-2	-1

7 of the compounds above, in markdown:
| nr | canonical_smiles | PGC1a acetyl inh | PAX8 reporter | miR-122 sensor | LGR2 inh | Cneo AK release | EWS-Fli block | CASP6 VEID inh | FN deposit inh |
| --- | --- | --- | --- | --- | --- | --- | --- | --- | --- |
| 44 | O=C(CCNC(=O)c1ccco1)Nc1nc2ccccc2s1 | . | -82 | -3 | 1 | 1 | -37 | -3 | 5 |
| 39 | COc1ccc(NC(=O)Nc2nnc(-c3ccccc3F)s2)cc1 | . | 4 | . | -62 | . | -56 | -2 | -2 |
| 35 | CC(NS(C)(=O)=O)C(c1cccs1)N1CCN(c2ccccc2F)CC1 (centres undefined) | -4 | . | -1 | -4 | -1 | . | . | . |
| 37 | CCC(=O)N(C)C[C@@H]1Oc2cc(C3=CCCCC3)ccc2S(=O)(=O)N([C@@H](C)CO)C[C@@H]1C | -17 | . | 3[16.7 µM] | 16 | . | -22 | . | . |
| 32 | O=C(Cn1cnc2ccccc21)c1ccc(Cl)cc1 | 2 | -54 | -2 | 5 | 3 | -16 | 2 | 3 |
| 42 | CC(=O)Nc1cc(-c2ccccc2CN(C)C)cn2c(-c3ccc(F)c(Cl)c3)cnc12 | -6 | . | 4 | 20 | -18 | 10 | 2 | 2 |
| 31 | CNC(=O)C[C@H]1CC[C@@H]2[C@H](COc3ccc(NC(=O)c4cccs4)cc3C(=O)N2C)O1 | 11 | -9 | -21[16.7 µM] | -8 | 3 | 0 | . | -11 |

Further structures
No.	SMILES	PGC1a acetyl inh	PAX8 reporter	miR-122 sensor	LGR2 inh
46	C=C1CC[C@H](O)C/C1=C/C=C1\CCC[C@]2(C)[C@@H]([C@H](C)/C=C/[C@H](C)C(C)C)CC[C@@H]12	4	3	-3	.
47	COc1ccc(C(=O)Nc2ccccc2C(=O)Nc2cc(C)ccn2)cc1	.	-43	.	-34
48	COc1ccc(S(=O)(=O)N2CCCCN3[C@H](CO)[C@H](c4ccc(C#CCC(C)C)cc4)[C@H]3C2)cc1	-26	21	-12[16.7 µM]	-1
49	CCC(C(=O)OCC(=O)Nc1ccc(C)c(S(=O)(=O)N2CCOCC2)c1)c1ccccc1 (centres undefined)	.	4	-5	17
50	CCCSc1ccc([C@H]2N[C@@](Cc3ccccc3)(C(=O)OC)[C@H]3C(=O)N(C)C(=O)[C@@H]23)cc1	0	-12	-6	14
51	O=C(C[n+]1cc(-c2ccc(Cl)cc2)n2c1CCC2)N1c2ccccc2Sc2ccccc21	.	70*	17	8
52	COc1ccc2c3c([nH]c2c1)[C@H](CO)N(Cc1cccc(F)c1)CC31CN(CC2CC2)C1	-3	6	.	-21
53	O=C(c1ccc(N2CCCC2=O)cc1)N1CCN(c2ccccc2F)CC1	4	8	6	13
54	COCC#Cc1ccc([C@H]2[C@@H](CO)N3CCCCN(S(=O)(=O)c4ccccc4C)C[C@@H]23)cc1	-10	17	-6[16.7 µM]	-15
55	CCOc1cc(OCC)c(C(C)=O)cc1OCC	-12	.	-1	2

No.	Cneo AK release	EWS-Fli block	CASP6 VEID inh	FN deposit inh
46	-1	14	17	-4
47	-6	-81	-1	0
48	3	17	.	.
49	0	2	-8	-3
50	1	-4	2	0
51	0	.	.	-2
52	.	5	5	.
53	1	-5	0	-3
54	-2	5	2	.
55	6	0	0	.

Looked up by structure from above:
No.	SMILES	PGC1a acetyl inh	PAX8 reporter	miR-122 sensor	LGR2 inh
52	COc1ccc2c3c([nH]c2c1)[C@H](CO)N(Cc1cccc(F)c1)CC31CN(CC2CC2)C1	-3	6	.	-21
49	CCC(C(=O)OCC(=O)Nc1ccc(C)c(S(=O)(=O)N2CCOCC2)c1)c1ccccc1 (centres undefined)	.	4	-5	17
54	COCC#Cc1ccc([C@H]2[C@@H](CO)N3CCCCN(S(=O)(=O)c4ccccc4C)C[C@@H]23)cc1	-10	17	-6[16.7 µM]	-15
51	O=C(C[n+]1cc(-c2ccc(Cl)cc2)n2c1CCC2)N1c2ccccc2Sc2ccccc21	.	70*	17	8

No.	Cneo AK release	EWS-Fli block	CASP6 VEID inh	FN deposit inh
52	.	5	5	.
49	0	2	-8	-3
54	-2	5	2	.
51	0	.	.	-2
